NPSR antag: antagonists of human neuropeptide S receptor cAMP signaling. Q6W5P4. CHO-NPSR cells, cAMP TR-FRET, antagonist mode. Potency, µM (series often up to 38.3 µM), inactives show top-dose activity change, negative = inhibition, most hits filed as inhibitors. 220,000 compounds, 1% hits. AID 1461; note: % is set by controls: 0 for no effect and ±100 for the full control effect; nearly all actives have a fitted effect of over 50% in size; many of its hits are not listed in these tables
Luc counter: Kinase-Glo luciferase inhibition (counter-screen). Q27757. Kinase-Glo luciferase, ATP luminescence, 8 min. Potency, µM (doses to about 38.3 µM), for inactives: at the highest dose activity change, negative = inhibition, usual class: inhibitors. 200,000 compounds, 0.28% hits; note: % is set by controls: 0 for no effect and ±100 for the full control effect; nearly all actives have a fitted effect of over 60% in size
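Inhibition of Kinase-Glo luciferase light generation was assessed at 10 uM ATP in pH 7.2 imidazole buffer, with luminescence measured after eight minutes at ambient temperature.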
SMN2 splice enh: enhancers of SMN2 splice variant expression | HEK293 SMN2-luciferase splicing reporter, luminescence, 30-36 h | 210,000 compounds, 2.8% hits | Potency, µM (top dose mostly 46.1 µM), for inactives: at the highest dose activity change, positive = activation, most hits filed as activators; note: % of control where 0% means no effect; nearly all actives have a fitted effect of over 55% in size
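HEK293 cells carry an SMN2 minigene-luciferase reporter in which exon 7 inclusion puts luciferase in frame. Cells were seeded at 2000 cells/well, attached for 10-12 hours, then exposed to compounds for 30-36 hours at 37C before ONE-Glo luminescence.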
JMJD2E inh: blocks human JMJD2E demethylase activity; JMJD2E catalytic domain, FDH-coupled NADH fluorescence (FDH is formaldehyde dehydrogenase); Potency, µM (titrated, usually from 57.1 µM), for the others: at the highest dose activity change, negative = inhibition, actives largely listed as inhibitors; 230,000 compounds, 1.6% hits; AID 2147; active = well fitted inhibition curve with a large enough effect, not every such curve was filed as active; inconclusive = small, poorly fitted or top-dose-only effect, or another doubt; inactive = no such curve, though single readings can be large or run the other way;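 note: 0% = wells with enzyme and -100% = buffer wells without enzyme; nearly all actives have a fitted effect of over 50% in size; many of its hits are not listed in these tables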
Target sequence (B2RXH2 1-337 limits assumed): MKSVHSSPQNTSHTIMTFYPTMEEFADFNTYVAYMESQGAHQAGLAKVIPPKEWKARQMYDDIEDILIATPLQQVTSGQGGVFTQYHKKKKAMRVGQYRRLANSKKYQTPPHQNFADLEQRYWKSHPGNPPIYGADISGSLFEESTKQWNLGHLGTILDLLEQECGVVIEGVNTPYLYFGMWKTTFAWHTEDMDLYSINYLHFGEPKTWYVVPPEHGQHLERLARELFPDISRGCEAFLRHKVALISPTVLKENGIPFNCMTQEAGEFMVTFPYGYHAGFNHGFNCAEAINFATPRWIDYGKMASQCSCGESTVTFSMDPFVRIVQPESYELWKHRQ
RGS12 GoLoco inh: inhibitors of human Gai1-RGS12 GoLoco interaction (red fluorophore) | AID 880 | Potency, µM (highest dose often 61.6 µM), without a hit: top-dose activity, negative = inhibition, most hits filed as inhibitors | 230,000 compounds, 0.44% hits | P63096 | Gai1:RGS12 GoLoco peptide FP, rhodamine, 10 min; active = well fitted inhibition curve with a large enough effect, not every such curve was filed as active; inactive = no such curve, though single readings can be large or run the other way; note: % is set by controls: 0 for no effect and ±100 for the full control effect; nearly all actives have a fitted effect of over 30% in size; many of its hits are not listed in these tables
Epigenetic reg: regulators of epigenetic silencing causing reporter derepression in mouse cells | murine LDR cells, GFP reporter derepression, 30 h | 280,000 compounds, 0.2% hits | Potency, µM (series often up to 53.9 µM), for the others: top-dose GFP activation, hits mostly activators; note: % of control where 0% means no effect; nearly all actives have a fitted effect of over 60% in size
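Derepression of a silenced CMV-GFP reporter in murine LDR cells is scored by enumerating GFP-positive cells with a laser-scanning microplate cytometer after 30 hours of treatment at 37 C.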
IMPase Li inh: membrane-permeable IMPase blocker, potentiated with lithium | CHO-M1 cells, IP1 TR-FRET (IP-One), carbachol + lithium | Potency, µM (titrated, usually from 59.4 µM), for the others: top-dose activity, negative = IMPase inhibition, actives largely listed as inhibitors | 210,000 compounds, 0.35% hits;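 note: IP1 builds up when IMPase is blocked and the TR-FRET signal falls; plate controls were basal vehicle for no effect and high inhibitor control for full effect; nearly all actives have a fitted effect of over 50% in size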
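Test compounds were applied to CHO-M1 cells previously cultured for 16–30 h at 2000 per well. A small lithium amount accompanied them; after 30 min at 37C, IP1 was quantified by TR-FRET.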
RECQ1 inh: blocks DNA unwinding by human RECQ1; Potency, µM (top dose mostly 57.3 µM), without a hit: top-dose activity, negative = inhibition, actives largely listed as inhibitors; P46063; RECQ1 DNA unwinding, red fluorescence kinetic read; 240,000 compounds, 0.54% hits; AID 2549;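 note: plate controls were vehicle for no effect and no enzyme for full effect; nearly all actives have a fitted effect of over 30% in size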
Target sequence (P46063 whole entry, looked up): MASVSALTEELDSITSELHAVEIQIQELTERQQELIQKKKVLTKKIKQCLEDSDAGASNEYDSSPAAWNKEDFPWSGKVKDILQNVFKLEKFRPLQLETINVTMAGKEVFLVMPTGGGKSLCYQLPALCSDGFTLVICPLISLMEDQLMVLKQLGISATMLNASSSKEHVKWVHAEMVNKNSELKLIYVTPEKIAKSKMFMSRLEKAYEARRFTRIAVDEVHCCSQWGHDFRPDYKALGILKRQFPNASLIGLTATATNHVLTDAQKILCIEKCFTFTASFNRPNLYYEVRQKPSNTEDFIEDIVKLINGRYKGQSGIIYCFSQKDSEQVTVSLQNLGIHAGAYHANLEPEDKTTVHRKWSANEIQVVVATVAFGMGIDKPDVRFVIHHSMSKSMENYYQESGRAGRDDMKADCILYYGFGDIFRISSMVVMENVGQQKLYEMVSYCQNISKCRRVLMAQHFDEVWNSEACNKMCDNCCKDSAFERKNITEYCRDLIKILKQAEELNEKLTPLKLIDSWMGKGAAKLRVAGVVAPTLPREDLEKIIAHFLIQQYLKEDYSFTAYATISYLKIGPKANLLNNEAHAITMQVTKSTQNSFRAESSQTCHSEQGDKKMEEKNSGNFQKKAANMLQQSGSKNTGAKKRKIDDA
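50 nM RECQ1T1 preincubated 15 min with compound in Tris pH 8.0 buffer with MgCl2, DTT, Tween-20 and 2.5 ug/ml poly(dI-dC); started with 200 nM TAMRA/BHQ-2 forked duplex and 2 mM ATP. Unwinding read as fluorescence (525/598 nm), two reads 2 h apart.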
The depositor's hits bear a star; i = inactive; u = inconclusive; x = no result given; & = joins results of further samples; [ ] = remark or other dose. Unless noted, calls come from the whole dose curve; as a rule, active = well fitted curve in the direction sought with a large enough effect; inconclusive = small, poorly fitted or top-dose-only effect, or another doubt; inactive = no such curve, though single readings can be large; an effect the other way counts as inactive or inconclusive. Potency is the fitted concentration of half-maximal effect. An excerpt; rates above refer to the full screens.

Second line of a record: NPSR antag | Luc counter | SMN2 splice enh | JMJD2E inh | RGS12 GoLoco inh | Epigenetic reg | IMPase Li inh | RECQ1 inh
COc1cccc2cc(C(=O)C3=C(O)C(=O)N(CCN(C)C)C3c3ccc(Cl)cc3)oc12 (stereo unspecified)
  -19.0% | x | x | 3.5% | 7.6% | 0.0% | x | -0.1%
Cc1nnc(SCC(=O)NNC(=O)c2ccc(Cl)cc2)n1CC1CCCO1 (stereo unspecified)
  -5.6% | -5.8% | x | -2.7% | 8.5% | -0.1% | -0.6% | -18.3%
CC(=O)Nc1ccc(OC(F)(F)C(F)C(F)(F)F)c(NC(C)=O)c1 (stereo unspecified)
  0.1%[46.1 µM] | -2.3% | 0.5% | 1.5% | 2.7% | -1.0% | 35.5%[38.3 µM] | u
Cc1cccc(NC(=S)NNC(=O)c2sccc2C)c1
  -7.3%[46.1 µM] | -3.1% | -13.2% | 6.5% | 11.7% | 4.5% | 15.0%[38.3 µM] | i
CCOc1ccc(Cn2c3ccc(OC)cc3c3nc4ccccc4nc32)cc1OC
  -3.7%[46.1 µM] | 0.4% | -9.2% | -1.0% | 3.5% | u | 7.6% | -2.1%
CN(C)CCN1C(=O)C(=O)/C(=C(/O)c2ccc(S(=O)(=O)N3CCOCC3)cc2)C1c1ccccc1 (stereo unspecified)
  -2.0%[46.1 µM] | -2.4% | -3.3% | 1.4% | 10.0% | -3.0% | -5.1%[38.3 µM] | -7.9%
O=C(N1CCOCC1)N1CCN(CC(O)COc2ccc3ccccc3c2)CC1 (stereo unspecified)
  1.6%[46.1 µM] | 1.9% | 3.1% | -0.3% | -2.4% | -2.1% | 21.7%[38.3 µM] | -2.4%
CC(C)CCN1CCN(Cc2nc(-c3ccc(F)cc3)cs2)CC1CCO (stereo unspecified)
  10.3% | 4.6% | x | -2.4% | -4.0% | -9.5% | 19.9% | -3.0%
CC(NC(=O)Nc1ccc(O)cc1)(C(F)(F)F)C(F)(F)F
  6.3%[46.1 µM] | 0.7% | -14.9% | u | -10.7% | -0.8% | 4.3% | u
CCCCn1c(N)c(N(CCC(C)C)C(=O)CSc2nnc3ccccn23)c(=O)[nH]c1=O
  -11.9%[46.1 µM] | -4.8% | u | -13.3% | -18.6% | 1.9% | 9.4%[38.3 µM] | 12.9%
COc1cc(C2Nc3cc(Cl)c(S(N)(=O)=O)cc3S(=O)(=O)N2)ccc1OCc1ccccc1 (stereo unspecified)
  3.3%[46.1 µM] | -4.6% | 8.5% | -25.0% | -2.3% | 6.4% | 12.6%[38.3 µM] | i
CCCNS(=O)(=O)c1ccc(CCC(=O)N2CCCC2)cc1
  6.2% | 3.1% | 1.5% | -11.2% | 15.9% | 4.7% | 4.1% | i
Cc1cc(C(=O)CCl)c(C)n1-c1cccc(S(=O)(=O)N2CCOCC2)c1
  -30.9% | 0.1% | -43.6%[inhibitor] | -12.5% | 6.2% | 0.0% | 12.4% | -3.8%
CN1C(=O)SC(Nc2ccc(F)cc2)C1=O (stereo unspecified)
  u | 0.1% | 21.0% | 6.9% | -8.9% | 2.3% | 20.1%[38.3 µM] | 4.2%
O=C(c1ccc2c(c1)OCO2)C1CCCN(Cc2cccn2-c2cccnc2)C1 (stereo unspecified)
  3.2% | -0.5% | x | u | 9.5% | 0.2% | 23.7% | 1.4%
C=CCn1cc([N+](=O)[O-])nc1C
  17.7% | 2.7% | 1.7% | 0.8% | -1.8% | -1.8% | -1.3% | 0.0%
Cc1cc(/C=N/NC(=O)c2ccc(O)cc2)c(C)n1C1CC1
  -3.7% | 2.4% | -0.9% | -24.1% | 6.0% | -2.0% | 5.0% | i
COc1cccc(-n2c(Cn3nc(C(F)F)cc3C(F)F)n[nH]c2=S)c1
  10.5% | 3.1% | 2.3% | -2.2% | -4.7% | 0.0% | -8.4% | -5.4%
Nc1nc(SCC(=O)c2c(N)n(Cc3ccccc3)c(=O)[nH]c2=O)n[nH]1
  13.0% | x | x | 1.6% | -3.9% | 1.1% | x | 1.0%
Cc1cccn2c(=O)c(C=O)c(Sc3ncccn3)nc12
  -2.3% | 2.4% | -9.7% | -10.1% | 1.4% | 1.1% | 2.6% | -6.3%
COc1ccc(C(CNC(=O)c2ccc(C)c(S(=O)(=O)N3CCCCC3)c2)N(C)C)cc1OC (stereo unspecified)
  4.1% | 5.2% | -2.4% | 2.4% | 4.7% | -0.3% | 9.3% | -9.4%
CC12C(=O)N(c3cccc4cccnc34)C(=O)C1C1C=CC2C1 (stereo unspecified)
  -4.3%[46.1 µM] | 0.5% | 12.9% | -1.8% | 9.2% | 1.5% | 26.9%[38.3 µM] | 8.9%
CCOC(=O)Nc1ccc(NC(=O)c2ccccc2F)cc1
  3.3% | -7.5% | u | u | 12.2% | 0.4% | 3.4% | i
O=C(CSc1nnc(-c2ccncc2)o1)N1CCc2ccccc2C1
  15.3% | 5.5% | -11.1% | 1.1% | 5.5% | -1.6% | 8.4% | i
O=C(NC1CC1)C1CCC(=O)N1C1CCCC1 (stereo unspecified)
  1.5%[46.1 µM] | -0.6% | 3.7% | -1.9% | -8.5% | 0.0% | 4.9%[38.3 µM] | -4.1%
O=C(c1ccco1)n1nc(-c2ccccc2)nc1NCc1ccco1
  -27.7%[46.1 µM] | 3.0% | u | 6.6% | 0.1% | 0.0% | 35.7%[38.3 µM] | -0.4%
CCCCCCNC(=O)C(C#N)c1nc2ccccc2nc1N1CCOCC1 (stereo unspecified)
  -6.9%[46.1 µM] | 11.2% | -21.3% | 1.1% | 5.3% | 2.9% | u | -0.6%
N#Cc1c(NC(=O)C2CC(Cl)=CCC2C(=O)O)sc2c1CCCC2 (stereo unspecified)
  -18.8% | 1.4% | -0.9% | -0.5% | 3.6% | -2.2% | -0.2% | i
c1ccc(-c2csc3ncnc(N4CCOCC4)c23)cc1
  36.9% | 1.6% | x | 5.8% | -14.2% | 0.0% | 1.1% | -10.9%
Cc1ccccc1OCCCC(=O)Nc1nccs1
  2.2%[46.1 µM] | -5.1% | -8.6% | -7.6% | 0.5% | 1.3% | 2.2%[38.3 µM] | -11.0%

Gathered by group: the compounds so far containing a thiophene ring, fused or not (3)
Second line of a record: NPSR antag | Luc counter | SMN2 splice enh | JMJD2E inh | RGS12 GoLoco inh | Epigenetic reg | IMPase Li inh | RECQ1 inh
Cc1cccc(NC(=S)NNC(=O)c2sccc2C)c1
  -7.3%[46.1 µM] | -3.1% | -13.2% | 6.5% | 11.7% | 4.5% | 15.0%[38.3 µM] | i
N#Cc1c(NC(=O)C2CC(Cl)=CCC2C(=O)O)sc2c1CCCC2 (stereo unspecified)
  -18.8% | 1.4% | -0.9% | -0.5% | 3.6% | -2.2% | -0.2% | i
c1ccc(-c2csc3ncnc(N4CCOCC4)c23)cc1
  36.9% | 1.6% | x | 5.8% | -14.2% | 0.0% | 1.1% | -10.9%

2 entries picked at random from the list so far:
Second line of a record: NPSR antag | Luc counter | SMN2 splice enh | JMJD2E inh | RGS12 GoLoco inh | Epigenetic reg | IMPase Li inh | RECQ1 inh
O=C(NC1CC1)C1CCC(=O)N1C1CCCC1 (stereo unspecified)
  1.5%[46.1 µM] | -0.6% | 3.7% | -1.9% | -8.5% | 0.0% | 4.9%[38.3 µM] | -4.1%
c1ccc(-c2csc3ncnc(N4CCOCC4)c23)cc1
  36.9% | 1.6% | x | 5.8% | -14.2% | 0.0% | 1.1% | -10.9%

Further records.
Second line of a record: NPSR antag | Luc counter | SMN2 splice enh | JMJD2E inh | RGS12 GoLoco inh | Epigenetic reg | IMPase Li inh | RECQ1 inh
Cc1ccc(C(=O)Nc2cccc(N(C)S(C)(=O)=O)c2)cc1S(=O)(=O)Nc1ccccc1
  -25.8%[46.1 µM] | -0.9% | -2.6% | 14.8% | 5.9% | -1.2% | 5.3%[38.3 µM] | -3.5%
CCc1nc2ccc(C(=O)O)cc2nc1CC
  2.8% | -1.8% | -26.6% | -7.2% | 0.0% | -1.1% | -3.3% | 3.8%
COc1ccc(CCNC(=O)CSc2nc(N)c(C#N)c(-c3cccs3)c2C#N)cc1OC
  -20.2%[46.1 µM] | -3.3% | -15.1% | x | 1.4% | 2.5% | 28.2µM* | -6.6%
CCC(C)Nc1nc2c(c(=O)[nH]c(=O)n2C)n1CCC(C)C (stereo unspecified)
  -17.1%[46.1 µM] | 1.0% | 0.0% | -7.4% | 5.3% | -0.8% | 4.5% | i
CN1CCCN(C(c2ccccc2)c2ccc(Cl)cc2)CC1 (stereo unspecified)
  -14.2% | -2.5% | -40.4%&-67.6%[inhibitor] | u | 8.6%&2.6% | -0.3%&0.0% | 23.4%&29.5% | 11.8%
Cc1ccc(-c2n[nH]c(=S)n2/N=C\c2ccco2)cc1
  -5.3% | 2.2% | 11.6% | -12.3% | 1.6% | 1.0% | -11.8% | -3.4%
Cc1cccn2cc(-c3ccc(S(=O)(=O)N4CCOCC4)cc3)nc12
  -9.9%[46.1 µM] | 12.5% | -19.3% | u | 2.1% | 4.4% | -20.5%[38.3 µM] | -6.8%
CC1(C)NC(=O)N(CC(O)Cn2nnc3ccccc32)C1=O (stereo unspecified)
  6.8%[46.1 µM] | 2.7% | -5.6% | 3.3% | 5.3% | 1.3% | 17.0%[38.3 µM] | -0.5%
O=C(NCc1ccco1)c1sc2cccc(F)c2c1Cl
  u | -2.2% | x | u | 10.4% | -2.1% | u | -13.8%
Cc1ccc2c(c1)c(N=NC(N)=O)c(O)n2C
  16.7% | -0.5% | 3.3% | 4.2% | 27.4% | 0.2% | 15.4% | -8.0%
O=C(Cc1ccc([N+](=O)[O-])cc1)N/N=C/c1ccco1
  18.9% | x | x | -8.0% | 1.0% | -0.4% | 4.1% | i
CC(C)C[C@@H](CC(=O)N[C@H](CC(=O)N[C@@H]1CCNC[C@H]1C(=O)N[C@H](CC(=O)N[C@@H](CCC(=O)O)CC(=O)O)CC(C)C)C(C)C)NC(=O)[C@@H]1CCCC[C@H]1N
  x | 1.1% | -1.3% | -24.1% | -0.9% | -1.1% | 2.8% | -0.8%

Compound activity as filed in PubChem.
